# KAT2A inh: qHTS Assay for Inhibitors of GCN5L2. Histone acetyltransferase KAT2A (Homo sapiens), Q92830. Potency, µM (titrated, usually from 58.9 µM), for inactives: at the highest dose activity change, negative = inhibition, hits mostly inhibitors. 0.21% of 390,000 active. AID 504327, 2011. GCN5L2 HAT assay, ThioGlo1 CoA-SH fluorescence
# Target sequence (Q92830 whole entry, looked up): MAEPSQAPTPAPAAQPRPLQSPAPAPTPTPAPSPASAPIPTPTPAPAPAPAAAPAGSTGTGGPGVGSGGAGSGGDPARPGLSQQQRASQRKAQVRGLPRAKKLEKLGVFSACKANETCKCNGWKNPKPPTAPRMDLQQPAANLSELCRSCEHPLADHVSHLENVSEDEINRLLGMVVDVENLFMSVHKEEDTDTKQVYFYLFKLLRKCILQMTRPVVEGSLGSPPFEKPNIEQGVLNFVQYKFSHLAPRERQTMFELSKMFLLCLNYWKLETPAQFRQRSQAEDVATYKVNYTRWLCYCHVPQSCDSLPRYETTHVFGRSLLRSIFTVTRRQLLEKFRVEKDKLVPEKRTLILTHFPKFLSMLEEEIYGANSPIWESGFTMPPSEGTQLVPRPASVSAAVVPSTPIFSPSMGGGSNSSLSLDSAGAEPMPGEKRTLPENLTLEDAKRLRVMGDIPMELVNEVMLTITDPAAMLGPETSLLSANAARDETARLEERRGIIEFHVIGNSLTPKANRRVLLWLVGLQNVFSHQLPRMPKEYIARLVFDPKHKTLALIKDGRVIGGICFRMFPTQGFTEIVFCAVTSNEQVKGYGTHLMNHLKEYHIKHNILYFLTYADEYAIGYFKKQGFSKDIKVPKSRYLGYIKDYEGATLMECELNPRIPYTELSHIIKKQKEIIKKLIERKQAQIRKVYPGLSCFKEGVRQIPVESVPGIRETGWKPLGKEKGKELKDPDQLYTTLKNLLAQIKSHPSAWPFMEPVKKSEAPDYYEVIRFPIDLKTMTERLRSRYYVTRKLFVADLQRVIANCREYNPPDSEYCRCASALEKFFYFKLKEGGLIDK
#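 Titration-based screen in which CoA formation is detected via maleimide probe ThioGlo1 (50uM) turning fluorescent on thiol reaction; substrates H3(1-25) 75uM and acetyl-CoA 70uM, GCN5L2 20nM, 20 min incubation at room temperature.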
# TDP1 inh: qHTS Assay for Inhibitors of Tyrosyl-DNA Phosphodiesterase (TDP1); recombinant TDP1, AlphaScreen DNA substrate cleavage; Potency, µM (top dose mostly 130 µM), inactives show at the highest dose activity change, negative = inhibition, most hits filed as inhibitors; AID 485290, 2010; 0.28% of 350,000 active; further: nearly all actives have a fitted effect of over 40% in size
#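 E. coli-derived human Tdp1, 1 nM final. Cpd preinc 15 min RT; substrate 15 nM final, 5 min RT; AS bead mix 10 ug/ml final, 10 min RT. Signal loss = tyrosine-FITC cleavage. No-enzyme wells = max signal.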
# DT40 TDP1 no CPT: qHTS for Inhibitors of human tyrosyl-DNA phosphodiesterase 1 (TDP1): qHTS in cells in absence of CPT. DT40 Tdp1-/- hTDP1 cells, no CPT, ATP luminescence, 48 h. Potency, µM (highest dose often 46.2 µM), for the others: at the top dose activity change, negative = growth inhibition, usual class: inhibitors. 15% of 420,000 active; further: nearly all actives have a fitted effect of over 55% in size
#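 Compound effects on proliferation are scored in DT40 Tdp1-/-;hTDP1 cells in the absence of CPT. ATP levels (CellTiter-Glo luminescence) are recorded after a ≥48 hr, 37 °C incubation.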
# * marks the source's active call; other numbers are inactive results; ? = inconclusive; . = not tested or not shown; & = joins results of further samples; [ ] = another dose, or the depositor's remark. The call rests on the fitted dose curve; in most records, active means well fitted curve in the direction sought with a large enough effect; inconclusive means small, poorly fitted or top-dose-only effect, or another doubt; inactive means no such curve, though single readings can be large; an effect the other way counts as inactive or inconclusive. On the % scale 0 is the no-effect control and ±100 the full control effect; potency means the concentration at half of the fitted maximal effect. These rows are one share of the data (hit frequency here may not be typical).
structure	DT40 TDP1 no CPT	KAT2A inh	TDP1 inh
Cc1nc2nc(SCC(=O)c3ccccc3)[nH]c2cc1Br	-20%	-9%	2%
Cn1ncc(N=Cc2ccccc2O)c1C(=O)N1CCOCC1	14%	-1%	3%
COn1c(-c2ccc(Cl)cc2Cl)nc2ncccc21	?	-2%	6%
CC(C)(C)N(NC(=O)OCc1ccccc1)C(=O)c1ccccc1Cl	-24%	-1%	-5%
CCCCN(C)CCCNC(=O)c1ccc2c(c1)N(CC)C(=O)c1ccccc1S2=O (stereo unspecified)	3%	0%	.
COc1ccc(NC(=O)c2cc(-c3ccccc3O)no2)cc1	-29%	-10%	5%
Cn1c(-c2sc(=S)n(-c3ccccc3)c2N)nc2ccccc21	-19%	-24%	3%
CC1CCCCN1CCCOC(=O)c1ccccc1 (stereo unspecified)	3%	0%	.
CCCCC[C@H](O)/C=C/[C@@H]1[C@H]2C/C(=C/CCCC(=O)O)O[C@H]2C[C@H]1O	-1%	-8%&-13%	2%&7%
CCN1c2ccccc2-n2cccc2C12CCN(C(=O)Nc1ccccc1Br)CC2	?	-24%	5%
COC(=O)CC1C(=O)NCCN1C(=O)CSc1nc2ccccc2c(=O)n1CC(C)C (stereo unspecified)	?	-10%	8%
Cc1cc(C)n(-c2nc(SCC(=O)O)c3c4c(sc3n2)CCCC4)n1	.	-2%	1%

# A second format for part of the listing above:
CC1CCCCN1CCCOC(=O)c1ccccc1 (stereo unspecified)
  DT40 TDP1 no CPT: 3%; KAT2A inh: 0%; TDP1 inh: .

CC(C)(C)N(NC(=O)OCc1ccccc1)C(=O)c1ccccc1Cl
  DT40 TDP1 no CPT: -24%; KAT2A inh: -1%; TDP1 inh: -5%

# (list continues)
structure	DT40 TDP1 no CPT	KAT2A inh	TDP1 inh
O=C(O)c1cc(N/N=C2/CC(c3ccccc3)Oc3ccccc32)ccc1Cl (stereo unspecified)	-22%	3%	-5%
CC1(NC(=O)Cn2cc(C(F)(F)F)ccc2=O)CCS(=O)(=O)C1 (stereo unspecified)	-1%	-4%	-2%
O=C(NCCc1csc(-c2ccccc2)n1)c1c(F)cccc1F	?	-8%	3%
Cc1ccc(OCCCC(=O)Nc2nccs2)cc1	-22%	1%	5%
Cc1ccc(CSc2nc3ccccc3c(=O)n2CCCC(=O)NCc2ccco2)cc1	12µM*	-2%	-3%
CC(C)OC(=O)CC(=O)CSc1nc2c(cc1C#N)CCCCC2	-7%	-20%	-1%
COCCn1c(SCC(=O)c2ccc(F)cc2)nnc1C(C)C	?	-3%	1%
CCOC(=O)c1c(S(=O)(=O)N2CCC(C(=O)N3CCN(c4ccccc4F)CC3)CC2)c(C)n(C)c1C	-25%	-16%	4%
O=C(/C=C/c1ccccc1)NC(=S)NNC(=O)c1cnccn1	5.8µM*	-10%	10%
Cc1cc(=O)oc2c3c(cc(OCC(=O)N[C@@H](CC(C)C)C(=O)O)c12)OC(C)(C)CC3	-2%	-9%	.
Cc1cc(NC(=O)COC(=O)CCCOc2ccc(Cl)cc2C)no1	-25%	2%	3%
O=C(N/N=C/c1ccc(O)c2ccccc12)c1cccnc1	-16%	-9%	0%
Clc1cccc(OCCCn2ccnc2)c1	-24%	-9%	.
O=S(=O)(c1ccc2c(c1)CCN2)N1CCOCC1	5%	-1%	-7%
NC(=O)CN1N=C(c2cc(Cl)sc2Cl)CSC1=O	-17%	-1%	1%
C=C1CC2C3CC[C@@]4(OCOC45COCO5)[C@@]3(C)C(O)CC2[C@@]2(C)CCC(=O)C=C12 (stereo partly specified)	18µM*	-7%	4%
O=C(Nc1ccc(Cl)cn1)c1cccc2c(Br)cccc12	15µM*	-6%	.
O=C(CNC(=O)c1ccccc1F)NCCOc1cccc(Cl)c1Cl	-15%	1%	4%
COc1cccc(C(=O)NCC2(c3ccccc3)CCCC2)c1	15µM*	3%	-14%
N#Cc1c(SCC(N)=O)nc2c(c1-c1ccc(O)cc1)CCCC2	-6%	2%	5%
Cc1ccc(C)c(OCCn2c(-c3ccc(Cl)cc3)nc3ccccc3c2=O)c1C	11%	-4%	.
Cc1ccc(C(C(=O)NCc2ccco2)N(Cc2ccco2)C(=O)CNC(=O)c2ccco2)cc1 (stereo unspecified)	-23%	-10%	3%
O=C(N/N=C/c1ccccn1)c1cc(-c2ccc(Cl)s2)[nH]n1	16µM*	-1%	0%[0.0935 µM]
O=C(CCNC(=O)c1ccccc1)Nc1ccc(Cl)c(S(=O)(=O)N2CCCCC2)c1	?	2%	1%
CCOC(=O)c1sc(=S)n(CC)c1NC(=O)c1ccccc1	-27%	-3%	0%
O=C(O)COc1ccc(=O)n(-c2ccccc2)n1	-1%	0%	2%
CCN(C(=O)CSc1nnc(-c2ccco2)n1Cc1ccccc1)C1CCS(=O)(=O)C1 (stereo unspecified)	?	0%	0%
O=C(O)Cc1coc2cc3c(cc12)CCC3	2%	-7%	-1%
CC(=O)Nc1ccc(Cc2nc3c([nH]2)c(=O)n(C)c(=O)n3C)cc1	.	-31%	0%
COc1ccccc1N1C(=O)C(Cl)=C(Nc2ccccc2O)C1=O	?	-5%	8%
Cc1ccc(C)c(-n2c(SCC(=O)NCC3CCCO3)nnc2-c2ccoc2C)c1 (stereo unspecified)	-25%	-1%	1%
CCOC(=O)Cn1c(S(=O)(=O)Cc2cccc(F)c2)nc(-c2ccccc2)c1-c1ccccc1	10µM*	-9%	-1%
Cc1c2cnn(CC(=O)Nc3cccc(C(F)(F)F)c3)c(=O)c2c(C)n1Cc1ccccc1F	?	56%[activator]	3%
CC(NC(=O)c1ccc(OC2CCN(Cc3ccccn3)CC2)cc1)c1ccccc1 (stereo unspecified)	18µM*	-14%	6%
COc1ccc(CCN2CNc3c(c(=O)n(C)c(=O)n3C)C2)cc1	-23%	1%	4%
Cc1nn(-c2ccccc2Cl)c(Cl)c1/C=N/Nc1nc2ccccc2s1	12µM*	2%	8%
CCN(CC)C(=O)C1CCCN(C/C(C)=C/c2ccccc2)C1 (stereo unspecified)	-4%	-12%	-7%
Cc1ccc(Nc2nc(N)nc(CC#N)n2)cc1	15%	-4%	4%
O=C1N/C(=N\S(=O)(=O)c2ccccc2)S/C1=C\c1cc([N+](=O)[O-])ccc1O	19%	-4%	11%
COc1ccc(C(=O)Nc2ccc(OCc3ccccc3)cc2)cc1[N+](=O)[O-]	2%	-2%	7%
CN(C(=O)CN1C(=O)S/C(=C\c2ccccc2F)C1=O)C1CCS(=O)(=O)C1 (stereo unspecified)	-2%	-5%	1%
COc1ccc(OCC(=O)N2CC3(C)CC2CC(C)(C)C3)cc1 (stereo unspecified)	?	-13%	5%
COCCCN(CC(=O)O)S(=O)(=O)c1cccc(Cl)c1	6%	-2%	4%
Cc1cc(C(=O)Nc2ccccc2C(=O)O)c(C)o1	?	-1%	14%
CCc1ccc(NC(=O)CN2C(=O)CCSc3ccccc32)cc1	.	1%	-2%
CC1CCCCN1CCCNC(=O)Cn1ncc2c3ccccc3n(Cc3ccccc3)c2c1=O (stereo unspecified)	-20%	-1%	5%
Cc1ccc(C)c(Cn2c(C(C)NC(=O)c3ccccc3)nc3ccccc32)c1 (stereo unspecified)	21µM*	-8%	3%
CCC(C)(C)NC(=O)C(c1ccccn1)N(C(=O)c1csnn1)c1ccc(C)cc1 (stereo unspecified)	-28%	19%	-7%
C#CCNC(=O)C1=C[C@@H](C)C[C@@H](OCc2ccc(CO)cc2)O1	-3%	-4%	1%
COc1ccccc1C(=O)NCCc1csc(-c2ccc(C(F)(F)F)cc2)n1	?	-3%	1%
CN(CCOc1ccc(Cl)cc1)C(=O)CN1C(=O)NC2(CCCCC2)C1=O	?	-22%	.
CCOc1ccc(NC(=O)CN2CCc3cc4c(cc3C2)OCCCO4)cc1OCC	-11%	-3%	5%
COC(=O)CC1=NN(c2ccccc2)C(=O)C1	1%	2%	-1%
Cc1cc(Cl)c(S(=O)(=O)NCC2CCCO2)cc1OCC(=O)NC1CCCCC1 (stereo unspecified)	-1%	0%	4%
CCC(C)NC(=O)CCn1c(=O)c2cccn2c2ccc(F)cc21 (stereo unspecified)	-30%	-15%	.
CC(C)(C)SCCNS(=O)(=O)c1ccccc1	-11%	-3%	0%
CCOC(=O)c1sc(NC(=O)Cc2ccccc2OC)nc1C	-25%	0%	2%
O=C(CC1SCCNC1=O)Nc1ccc(Cl)cc1 (stereo unspecified)	-10%	-2%	3%
O=C(c1ccc(NS(=O)(=O)c2ccc(F)cc2)cc1)N1CCCCCC1	?	1%	.
Cc1ccc(C(=O)NC(C)C2CCCO2)o1 (stereo unspecified)	5%	-1%	2%

# Full records as entered above.
# `O=C(CC1SCCNC1=O)Nc1ccc(Cl)cc1` (stereo unspecified) is listed as DT40 TDP1 no CPT: -10%; KAT2A inh: -2%; TDP1 inh: 3%
# `Cc1ccc(C(=O)NC(C)C2CCCO2)o1` (stereo unspecified) is listed as DT40 TDP1 no CPT: 5%; KAT2A inh: -1%; TDP1 inh: 2%
# `CCC(C)NC(=O)CCn1c(=O)c2cccn2c2ccc(F)cc21` (stereo unspecified) is listed as DT40 TDP1 no CPT: -30%; KAT2A inh: -15%; TDP1 inh: .

# (next part)
structure	DT40 TDP1 no CPT	KAT2A inh	TDP1 inh
CSc1nc(C)cc(Oc2ccc(=O)[nH]n2)n1	-5%	0%	0%
Cn1c(=NC(=O)C2CCCCC2)sc2cc([N+](=O)[O-])ccc21	-1%	-3%	8%
CC(C)C(=O)N1CCC(n2nccc2NC(=O)CCc2ccccc2)CC1	?	-1%	6%
Cc1cc(C)cc(NC(=O)CCS(=O)(=O)c2cc3c4c(c2)CCN4C(=O)CC3)c1	-3%	5%	8%
COc1ccc(NC(=O)CNC(=O)Cc2ccccc2)cc1OC	-1%	-2%	2%
CC(C)(C)c1ccc(C(=O)Nn2cnnc2)cc1	0%	-5%	4%
COc1ccc(-c2cnn3c(N)c(S(=O)(=O)C(C)(C)C)cnc23)cc1	?	42%[activator]	6%
Nc1nc(NC(=O)c2ccco2)nn1-c1ccccc1	-7%	-3%	-2%
CCN(CC)S(=O)(=O)c1cccc(C(=O)Nc2ccccc2C(=O)Nc2ccc(Cl)cc2)c1	18µM*	-17%	-5%
COc1cc(OC)cc(C(=O)Nc2ccc3nc(Nc4cccc(C(F)(F)F)c4)cc(C)c3c2)c1	5.8µM*	-19%	5%
CCN(c1ccc(NC(=O)c2ccc(Cl)nc2)cc1)C(C)C	?	-4%	1%
O=C(c1ccc(S(=O)(=O)N2CCCCC2)cc1)N1CCCC(C(F)(F)F)C1 (stereo unspecified)	?	-1%	0%
CCC1(C)CC(CCNS(=O)(=O)c2ccc(C)cc2)(c2ccc(C)cc2)CCO1 (stereo unspecified)	29µM*	-33%	1%
O=C(NCc1ccc2c(c1)OCO2)c1ccc(Br)s1	22%	11%	1%
O=C(NCc1ccccc1)c1csc2c1CCCC2	?	-5%	-2%
O=C(Nc1nccs1)c1cccnc1	6%	-3%	5%
O=C(CN1CCN(CC(=O)Nc2ccccc2Cl)CC1)NCC1(N2CCCCC2)CCCCC1	21µM*	-4%	0%
Cc1nn(CC(=O)NCc2ccc(F)cc2)c2ccccc12	-18%	0%	9%
COC(=O)c1cccc(C23CC4(C2)[C@H](CN(Cc2ccc(C(F)(F)F)cc2)[C@@H]4c2ccccc2)C3c2ccccc2)c1 (stereo partly specified)	16µM*	19%	12%&4%
Cc1cnc(C(=O)Nc2ccccc2F)cn1	0%	-3%	2%
Cc1ccc2[nH]c3c(=O)n(CCc4cnc[nH]4)cnc3c2c1	-2%	-3%	2%
O=C(/C=C\Nc1ccc(Cl)cn1)c1ccc(Br)cc1	-2%	-3%	5%
CCOC(=O)c1c(C)n(C)c2ccc(OCC(O)Cn3nc(C)cc3C)cc12 (stereo unspecified)	?	1%	2%
COc1cccc(CN2CC(C(=O)NC3CCCCCC3)CCC2=O)c1 (stereo unspecified)	18%	-20%	0%

# Assay outcomes: PubChem, National Center for Advancing Translational Sciences (NCATS)
